Insulin prom inh: TRM-6 insulin promoter activity inhibition; TRM-6 cells (human fetal islet line), insulin promoter-eGFP reporter, imaging; reporter expression induced with tamoxifen; inhibition, % at 2 µM; actives 0.9% (n = 130,000);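 active = inhibition above the mean plus 3 SD, with well images judged a real hit on visual review, cut at about 60% in these data, passing the limit was not always enough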
SDO1 yeast rescue: restores growth of sdo1-depleted yeast | z-score at 10 µM | S. cerevisiae sdo1-depleted JHY4D growth rescue, OD600 30 h; hits give high values; pdr5 snq2 efflux-pump mutant strain | AID 817 | actives 0.21% (n = 140,000);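 active = z-score above 3 at both the 24 hr and the 30 hr optical density reads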;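 note: z-score against mean and SD of all compound wells on the same plate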
SDO1 yeast rescue Rescue 24 h: second read-out of SDO1 yeast rescue, no call of its own (marks repeat the call); z-score; S. cerevisiae sdo1-depleted JHY4D growth rescue, OD600; measured here: growth rescue at 24 h;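 0 is the plate mean of compound wells and units are plate SD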
Active calls of the source: *; nt = no result given.

SDO1 yeast rescue Rescue 24 h | SDO1 yeast rescue | Molecule | Insulin prom inh
nt | nt | CC(C)C(=O)N(Cc1ccc(F)cc1)Cc1nc2ccccc2c(=O)[nH]1 | 33
0.61 | 0.54 | COc1ccc(NC(=O)C2CC(c3cc(OC)c(OC)c(OC)c3)=NO2)cc1OC (stereo not drawn) | nt
-0.51 | -1.8 | CC1CCN(CC(O)COCCC23CC4CC(CC(C4)C2)C3)CC1 (stereo not drawn) | -54
-0.38 | 0.66 | O=C(O)C1CCCCC1C(=O)Nc1ccccn1 (stereo not drawn) | -11
-0.14 | 0.69 | O=C(O)c1cc(O)ccc1-c1ccc(O)cc1 | nt
0.6 | 0.61 | CCOc1nc(OCC)nc(N2CCC(C)CC2)n1 | -344
0.28 | -0.07 | Clc1ccc(Cl)c(OCc2cc(-c3ccccc3Cl)on2)c1 | 20
0.28 | 0.88 | CCOc1ccc(CC(=O)NCc2cn3c(C)csc3n2)cc1 | nt
-0.07 | 0.09 | Oc1nc(Nc2cccc(Cl)c2)sc1/C=C1\C=Nc2ccccc21 | nt
-1 | -0.44 | CC1CCN(CC(=O)Nc2cc(C(F)(F)F)ccc2Cl)CC1 | 24
0.58 | 0.86 | COc1ccc(/C=N/NC(=O)CSc2n[nH]c(=O)[nH]c2=O)cc1 | -209
-1.6 | -1.5 | CCCn1nc(NC(=O)CC(C)C)c2cc3ccccc3nc21 | -33
-0.11 | -0.35 | Cn1ncc(Cl)c1C(=O)Nc1cc(C(F)(F)F)ccc1F | 31
-0.88 | -0.26 | CCCCOc1ccc(C(=O)NC)cc1 | 54
0.58 | 0.51 | Cn1ncc(C#N)c1/N=C/N1CCCC1 | 44
0.09 | 0.64 | Cc1cccc(CCNS(=O)(=O)c2ccc(S(=O)(=O)NC3CCCC3)cc2)c1 | -29
-1.1 | -1.4 | Cc1nc(SCC(=O)NCc2ccc3c(c2)OCO3)c(C#N)c2c1CCCC2 | nt
0.49 | -0.41 | c1cc(C2CCCCC2)ccc1Oc1nc(N2CCOCC2)nc(N2CCOCC2)n1 | -36
-0.56 | -0.09 | CC(C)CCNC(=O)COC(=O)c1ccc(Br)o1 | 4
0.41 | 0.41 | CC1CC(C)CN(C(=O)C(NS(=O)(=O)c2ccc3c(c2)oc(=O)n3C)C(C)C)C1 (stereo not drawn) | nt
-0.1 | -0.35 | O=c1c(Cl)c(N2CCN(c3ccccc3)CC2)cnn1C12CC3CC(CC(C3)C1)C2 | -19
nt | nt | Cc1cccc(C(=O)NC2CCN(S(=O)(=O)c3ccccc3)CC2)c1 | 8
-1.3 | -0.7 | O=C(CN1c2cccc3cccc(c23)S1(=O)=O)Nc1ccc(S(=O)(=O)N2CCOCC2)cc1 | nt
0.37 | 0.71 | CC(=O)Nc1ccc(S(=O)(=O)N(C)CC(=O)OCC(=O)NC(C)C23CC4CC(CC(C4)C2)C3)cc1 (stereo not drawn) | -9
1.2 | 1.3 | CCCN(CCC)CC(O)COc1ccc([N+](=O)[O-])cc1 (stereo not drawn) | -3
nt | nt | COc1ccc(CC(=O)Nc2ccc(-c3ccc4nnc(C)n4n3)cc2)cc1OC | -61
2.1 | 0.85 | COc1cc(C2Nc3cccc4cccc(c34)N2)cc(OC)c1OC(C)=O | 19
2.6 | 1.8 | CCn1c(SCC(=O)N/N=C/c2c[nH]c3ccccc23)nnc1-c1ccc(C(C)(C)C)cc1 | 17
nt | nt | O=C(N/N=C/C=C/c1ccco1)c1ccccc1Cl | 7
1.1 | 1.9 | CCS(=O)(=O)N1CCC(C(=O)NCc2ccc(F)cc2)CC1 | -14

Continued, overlapping the part above by seven compounds.
SDO1 yeast rescue Rescue 24 h | SDO1 yeast rescue | Molecule | Insulin prom inh
0.37 | 0.71 | CC(=O)Nc1ccc(S(=O)(=O)N(C)CC(=O)OCC(=O)NC(C)C23CC4CC(CC(C4)C2)C3)cc1 (stereo not drawn) | -9
1.2 | 1.3 | CCCN(CCC)CC(O)COc1ccc([N+](=O)[O-])cc1 (stereo not drawn) | -3
nt | nt | COc1ccc(CC(=O)Nc2ccc(-c3ccc4nnc(C)n4n3)cc2)cc1OC | -61
2.1 | 0.85 | COc1cc(C2Nc3cccc4cccc(c34)N2)cc(OC)c1OC(C)=O | 19
2.6 | 1.8 | CCn1c(SCC(=O)N/N=C/c2c[nH]c3ccccc23)nnc1-c1ccc(C(C)(C)C)cc1 | 17
nt | nt | O=C(N/N=C/C=C/c1ccco1)c1ccccc1Cl | 7
1.1 | 1.9 | CCS(=O)(=O)N1CCC(C(=O)NCc2ccc(F)cc2)CC1 | -14
0.67 | 0.79 | CC1CCCN(C(=O)C2CCN(CCCc3ccccc3)CC2)C1 (stereo not drawn) | -56
-1.3 | -0.59 | COCCCN(C(C)=O)c1nc(-c2ccc(OC)cc2)cs1 | nt
-0.27 | -0.07 | CCc1cccc(CC)c1NC(=O)CSc1nnc(C(C)C)n1CC | 36
0.69 | -0.8 | Clc1ccc(-c2nnc3sc(-c4ccc(Br)o4)nn23)cc1 | -11
-1.1 | -0.43 | CCNc1nnc(-c2ccc(C)cc2)o1 | 0
nt | nt | CC(=O)Oc1c(Sc2ccccc2[N+](=O)[O-])c(C)nn1C(C)(C)C | 40
-0.36 | 0.32 | C=CCn1cc(C(=O)NCCCOCC)c(=O)c2cc(S(=O)(=O)N(CC)CC)ccc21 | nt
-0.13 | 0.84 | COc1cc(NC(=O)CSc2nnc(C)s2)cc(OC)c1 | nt
-0.48 | -0.85 | C(=C\c1cccc2ccccc12)/c1nnc(-c2cccs2)o1 | nt
1.4 | 0.61 | Cc1ccc(C)c(N(C(=O)c2nsc(Cl)c2Cl)C(C(=O)NC2CCCC2)c2ccc(O)cc2)c1 (stereo not drawn) | -19
0.59 | 0.55 | O=c1c2nnn(Cc3ccccc3)c2ncn1-c1ccccc1 | 20
0.57 | -0.46 | Cc1cccc(NC(=O)c2ccc(C(=O)Nc3cccc(C)c3)nc2)c1 | -46
-0.82 | -1 | CCOC(=O)N1CCN(S(=O)(=O)c2ccc(C)cc2)C1c1ccccc1 (stereo not drawn) | nt
2.2 | 1.8 | CCOC(=O)NC(Nc1ncccn1)(C(F)(F)F)C(F)(F)F | nt
-1.2 | -0.3 | COc1ccc2cc(C3(C)NC(=O)N(CC(=O)NCc4ccco4)C3=O)ccc2c1 (stereo not drawn) | 6
-0.84 | -0.26 | CC(C)(C)c1cc(CN2CCC(O)CC2)cc(C(C)(C)C)c1O | 17
0.46 | 1.7 | CCc1ncc(C(O)c2cccc3ccccc23)n1C (stereo not drawn) | nt
0.37 | 0.77 | OC1CCN(c2ncnc3nc[nH]c23)CC1 | 20
0.67 | 0.48 | O=C(Cn1c(-c2cncs2)nc2ccccc21)NCCc1ccccc1 | nt
nt | nt | CCOC(=O)Cc1cnc(NC(=O)CSc2nc(N)cc(N)n2)s1 | 25
nt | nt | Cc1ccc2oc(C(=O)Nc3c(C)n(C)n(-c4ccccc4)c3=O)c(C)c2c1 | 45
-0.58 | -1.6 | Cc1ccc(OCc2n[nH]c(=S)n2C2CCCCC2)cc1 | -17
-0.37 | 0.13 | [O-]/[N+](=C/c1ccc(F)cc1)c1ccccc1 | -19
0.23 | 0.71 | O=C(Nc1ccc2c(c1)OCO2)Nc1cnccn1 | -21
-1.3 | -1.1 | COc1ccccc1N1CCN(c2ccc([N+](=O)[O-])cc2Cl)CC1 | -3
0.07 | 0.39 | O=C(CCc1nc2ccccc2n1-c1ccccc1)NCCO | -4
-0.18 | -0.24 | CCCCC(=O)Nc1ncc(Br)s1 | 71
-1.4 | -1.2 | CCn1c(=NC(=O)c2ccco2)sc2cccc(F)c21 | nt
-1.2 | -0.36 | C=C(C)CSc1nnc(-c2ccc(OC)c(OC)c2)n1N | 10
nt | nt | COc1cc([N+](=O)[O-])cc2sc(NC(=O)c3c(F)cccc3F)nc12 | -6
0.95 | 0.39 | COC(=O)CC1SC(=O)NC1=O (stereo not drawn) | 41
2.1 | 1.2 | COc1cc(C(=O)O)cc(NC(=O)c2cccs2)c1OC | 6
0.53 | 0.73 | CC(C)OCC(O)CCc1n[nH]c(=S)n1-c1ccccc1 (stereo not drawn) | nt
-0.35 | -0.31 | COc1ccc(S(=O)(=O)N2CCOCC2)c(C)c1C | -331
-0.62 | -0.16 | Cc1ccc(Oc2ccc3c(c2)C(=O)N(c2cccc4cccnc24)C3=O)cc1 | -23
1.6 | 1.2 | CCc1nc2ccccc2n1CCC(=O)O | -238
-0.51 | -0.4 | O=C(NC1(C(F)(F)F)NC(=O)N(C2CCCCC2)C1=O)c1cccs1 (stereo not drawn) | 38
0.17 | 0.16 | O=C(Cc1cccs1)Nc1ccc(C(=O)O)cc1 | nt
nt | nt | COc1ccc(/C=C(\C#N)C(=O)OCC(=O)NC(=O)NCCC(C)C)cc1 | -20
0.61 | 0.43 | O=C(OCc1nc2scc(-c3ccccc3)c2c(=O)[nH]1)c1cccc([N+](=O)[O-])c1 | nt
-0.47 | 0.42 | COc1cc(C2C(C(C)=O)=C(O)C(=O)N2CCc2ccc(OC)c(OC)c2)ccc1O (stereo not drawn) | nt
0.97 | 0.92 | CCCC(O)(CCN1CCCCC1)c1ccc(OCC)cc1 (stereo not drawn) | nt
0.31 | 1.1 | O=C1C2C3C=CC(C3)C2C(=O)N1c1ccc2c(c1)CCC2 (stereo not drawn) | 40
-0.03 | 0.55 | Cc1ccc(N2CC(C(=O)Nc3cc(C)on3)CC2=O)cc1 (stereo not drawn) | 23
-0.38 | 0.23 | O=C1c2ccccc2C(Nc2ccc(Cl)cc2)N1CCN1CCOCC1 (stereo not drawn) | nt
-0.71 | -1.4 | Cc1nc2ncnn2c(N2CCN(c3cccc(C(F)(F)F)c3)CC2)c1C | -38
-2.6 | -1.5 | Cc1ccc(S(=O)(=O)Nc2cccc3ncccc23)s1 | nt
nt | nt | Cc1cccc(OC(=O)c2cncc(Br)c2)c1 | -36
-0.48 | 0.44 | CC(C)c1cc[n+](-c2nc([O-])sc2C=O)cc1 | 14
-0.14 | -0.23 | Cc1nc2c(F)c(F)c(C(F)(F)F)c(F)c2[nH]1 | 55
1.6 | 1.4 | CCOC(=O)c1c(/N=C/c2cc(C)ccc2O)sc2c1CCC2 | 39
-0.23 | -1.4 | O=C(N/N=C/c1cn(-c2cccs2)nc1-c1ccccc1)c1ccc(O)cc1 | -7
nt | nt | CN(C(=O)CSc1nncc2ccccc12)C1CCCCC1 | 69
-0.14 | 0.2 | CCN(CC)S(=O)(=O)c1csc(C(=O)Nc2ccccn2)c1 | 64
-0.31 | -0.59 | COc1ccc(-n2c(=O)c3c4c(sc3n3c(=S)[nH]nc23)CCCC4)cc1 | 26
0.81 | 0.77 | CCc1nccn1S(=O)(=O)c1ccc2ccccc2c1 | -61
-0.4 | 0.23 | Cc1cc(Cl)ccc1N1C(=O)CC(SCCC(=O)O)C1=O (stereo not drawn) | 66
-0.28 | -0.34 | CCOC(=O)c1ccccc1NC(=O)N[C@@H](C)C(=O)OC | -7
-0.75 | -0.2 | Cc1ccc(S(=O)(=O)N(CC(=O)Nc2ccccc2C(=O)O)c2cccc(Cl)c2C)cc1 | 0
nt | nt | CCSc1nnc(NC(=O)CCCOc2ccc(C)cc2)s1 | 42

Arranged by length of the SMILES (smallest number first): part of the list above.
SDO1 yeast rescue Rescue 24 h | SDO1 yeast rescue | Molecule | Insulin prom inh
-0.28 | -0.34 | CCOC(=O)c1ccccc1NC(=O)N[C@@H](C)C(=O)OC | -7
0.31 | 1.1 | O=C1C2C3C=CC(C3)C2C(=O)N1c1ccc2c(c1)CCC2 (stereo not drawn) | 40
nt | nt | COc1ccc(/C=C(\C#N)C(=O)OCC(=O)NC(=O)NCCC(C)C)cc1 | -20

Remaining list, next part
SDO1 yeast rescue Rescue 24 h | SDO1 yeast rescue | Molecule | Insulin prom inh
0.85 | 1 | Cc1ccc(Nc2nc(N/N=C/c3c[nH]c4ccccc34)nc(N3CCOCC3)n2)cc1 | -3
1.1 | -0.62 | COC(=O)c1ccc(/C=C2/SC(=S)N(CCCC(=O)Nc3ccccn3)C2=O)cc1 | 8
-0.44 | 0.19 | Cc1onc(-c2ccccc2)c1C(=O)NC(CC(=O)O)c1ccc(OC(C)C)cc1 (stereo not drawn) | 15
-0.39 | 0.5 | O=c1nc(N2CCOCC2)ccn1-c1nc(-c2ccccc2)oc1-c1ccccc1 | nt
nt | nt | O=C(Nc1ccc2c(c1)C(=O)NC2=O)c1ccc(S(=O)(=O)N2CCCC2)cc1 | 0
-1.2 | -1.5 | FC(F)(F)c1cc(-c2ccccc2)nc(NCc2cccnc2)n1 | -23
nt | nt | COc1ccc(NC(=O)NCc2ccc3c(c2)OCO3)cc1 | -12
-0.69 | 0.1 | O=C(NCCCn1ccnc1)Nc1cccc2ccccc12 | -460
1.2 | 1.1 | C/C(=N\NC(=O)CC(C)C)c1ccc(N2CCCCC2)cc1 | -8
-0.13 | -0.21 | CC1CCCCC1NS(=O)(=O)c1ccc(S(=O)(=O)N2CCCC2)cc1 (stereo not drawn) | -62
1.9 | 1.2 | CCCCCCc1cc2cc(C(=O)NCc3ccccc3)c(=N)oc2cc1O | 38
-1.3 | -1.4 | CCOc1ccccc1C(=O)OCC(=O)Nc1ccc(OC(F)F)cc1 | 32
0.76 | 0.43 | COc1ccccc1CC(=O)Nc1ccccc1O | 23
1.9 | 1.2 | Cn1nnc(NC(=O)CSc2nnnn2-c2ccc(F)cc2)n1 | -133
0.17 | 0.4 | O=C(CSc1nnc(Cn2nnc3ccccc32)o1)Nc1cccc(Cl)c1 | 15
-0.07 | 0.7 | O=C(NCCN1C(=O)S/C(=C\c2cccs2)C1=O)c1ccc(=O)[nH]c1 | 27
2.1 | 0.75 | CCC(=O)Nc1cc(C(=O)OC(C(=O)c2ccc(C)c(C)c2)c2ccccc2)ccc1C (stereo not drawn) | 6

Only part of the results is shown. The share of hits here may be higher or lower than overall.
